# TEAD-YAP inh: TEAD-YAP interaction inhibition; HEK-TIYL cells, TEAD-Gal4/YAP UAS-luciferase luminescence; inhibition, % at 9.12 µM; actives 1.4% (n = 640,000); in the data active = inhibition above about 32%;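 also: 0% = median of test compound wells and 100% = reference inhibitor wells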
# FBW7 activator: human FBW7 E3 ligase activation, primary screen; actives 0.13% (n = 650,000); AID 1259310; Q969H0; normalized activity (activation), % at 26.1 µM; AlphaScreen FBW7–phospho-cyclin E peptide binding, activator screen; in the data active = normalized activity above about 1.9%;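 also: purified mutant Fbw7 with reduced substrate affinity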
# MITF inh: human MITF inhibition, primary screen. O75030. AlphaScreen MITF homodimerization, bead proximity signal. inhibition, % at 2.6 µM. actives 0.91% (n = 650,000); in the data active = inhibition above about 50%;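 also: 0% = vehicle wells with protein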
# Target sequence (O75030 whole entry, looked up): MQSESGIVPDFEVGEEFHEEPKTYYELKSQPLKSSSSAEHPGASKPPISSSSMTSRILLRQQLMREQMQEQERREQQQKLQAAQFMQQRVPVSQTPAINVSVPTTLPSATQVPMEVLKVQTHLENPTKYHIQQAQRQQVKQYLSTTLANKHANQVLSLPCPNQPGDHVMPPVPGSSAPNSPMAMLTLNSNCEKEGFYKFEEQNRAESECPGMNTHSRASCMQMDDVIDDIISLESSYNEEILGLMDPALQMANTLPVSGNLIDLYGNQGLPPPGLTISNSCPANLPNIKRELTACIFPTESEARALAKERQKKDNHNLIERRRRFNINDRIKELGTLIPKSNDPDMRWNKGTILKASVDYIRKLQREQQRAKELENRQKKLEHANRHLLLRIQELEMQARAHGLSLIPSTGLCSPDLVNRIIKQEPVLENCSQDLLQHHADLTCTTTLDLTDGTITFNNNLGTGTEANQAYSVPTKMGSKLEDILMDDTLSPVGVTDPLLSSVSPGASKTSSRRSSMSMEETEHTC
# GPR151 ag: human GPR151 activation; Q8TDV0; PathHunter beta-arrestin GPR151 cells, luminescence; activation, % at 11.2 µM; actives 1% (n = 650,000); AID 1508602; in the data active = activation above about 4.9%;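 also: 0% = median of compound wells and 100% = cells with positive control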
# Target sequence (Q8TDV0 whole entry, looked up): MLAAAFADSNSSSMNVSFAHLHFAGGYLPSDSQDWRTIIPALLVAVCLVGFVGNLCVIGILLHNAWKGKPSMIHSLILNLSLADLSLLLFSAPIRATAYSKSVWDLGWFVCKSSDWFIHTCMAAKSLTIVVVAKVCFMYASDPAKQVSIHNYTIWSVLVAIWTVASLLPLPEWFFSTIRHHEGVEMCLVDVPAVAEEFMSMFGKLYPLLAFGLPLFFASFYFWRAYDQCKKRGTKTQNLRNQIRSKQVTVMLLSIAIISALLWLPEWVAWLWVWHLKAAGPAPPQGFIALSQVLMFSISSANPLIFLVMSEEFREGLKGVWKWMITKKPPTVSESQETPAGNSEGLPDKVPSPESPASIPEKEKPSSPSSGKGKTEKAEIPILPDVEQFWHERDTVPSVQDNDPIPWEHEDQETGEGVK
# Numbers without * were called inactive; nt = not tested or not shown.
SMILES,TEAD-YAP inh,FBW7 activator,MITF inh,GPR151 ag
O=C(Cc1cccc2ccccc12)N/N=C\c1ccc(O)cc1,2.8,0.0,-0.9,0.2
CC(=O)Nc1ccc(OCC[n+]2ccccc2)cc1,-77.5,1.4,13.5,-0.2
Cc1cccc(-n2nc3c(c2NC(=O)c2cccc(C(F)(F)F)c2)CS(=O)(=O)C3)c1C,0.6,0.6,16.9,0.0
COc1cccc(C=O)c1OC(=O)c1ccc([N+](=O)[O-])cc1,1.1,0.4,4.4,-0.9
O=C(NCC(c1ccco1)N1CCN(c2ccccc2)CC1)c1ccc(F)cc1 (stereo not given),-17.7,0.1,12.2,1.3
O=c1oc2cc(O)ccc2cc1-c1nc2ccc(Cl)cc2[nH]1,-26.8,0.3,11.8,-1.5
CCOC(=O)N1CCN(c2c(N3CCN(c4cc(C)ccc4C)CC3)c(=O)c2=O)CC1,-5.6,0.0,10.0,2.8
CNC(=O)N(C1=NCCS1)c1ccccc1,-1.3,-0.1,5.1,-0.5
Cc1cc(=O)[nH]c(NC2CCN(C(=O)C(C)(C)c3ccc(Cl)cc3)CC2)n1,5.2,0.0,9.3,-0.3
CN1C(=O)OC2(CC(C)(C)NC(C)(C)C2)C1(C)O (stereo not given),3.0,0.0,7.2,0.4
NC(=O)N/N=C/c1cn(-c2ccccc2)nc1-c1cc2ccccc2oc1=O,40.6*,-0.3,-1.6,1.3
CC1(OC(=O)CCc2ccccc2)C(=O)C=C2C=C(c3ccsc3)OC=C2C1=O (stereo not given),nt,-0.1,-0.4,-0.2
CN1CCCN(c2ccc([N+](=O)[O-])cc2)CC1,-10.1,0.0,15.6,0.1
COc1cc(C2C(C(=O)N3CCCCC3)=C(C)NC3=C2C(=O)CCC3)ccc1OCc1ccccc1 (stereo not given),1.3,0.1,-3.8,0.3
O=C(c1ccc(F)cc1F)N1CCN(c2n[nH]c(=O)[nH]c2=O)CC1,12.0,0.1,18.3,0.5
COc1ccc(S(=O)(=O)N2CCCc3ccccc32)cc1,57.9*,-0.1,-8.2,-0.4
O=S(=O)(c1ccc2ccccc2c1)N1CCSC1c1ccc2c3c(cccc13)CC2 (stereo not given),-6.2,0.1,-10.4,0.7
CC(C)(C)CC(=O)Nc1ccccc1-c1nc2ccccc2[nH]1,6.9,-0.1,14.6,1.1
COc1ccc(N(C(C)C(=O)N2CCCCC2)S(C)(=O)=O)cc1 (stereo not given),-0.1,0.5,12.8,-1.4
O=C1C(=O)N(CCCn2ccnc2)C(c2cccnc2)/C1=C(/O)c1ccc(Br)cc1 (stereo not given),-15.0,0.0,-21.0,-0.5
COc1ccccc1[C@@H]1[C@@H](C(=O)c2ccccc2)N2c3ccccc3C=C[C@@H]2C1(C#N)C#N,-24.4,-0.2,3.0,-1.1
CCOC(=O)c1cccc(NC(=O)/C=C/c2ccc3c(c2)OCO3)c1,-1.9,0.0,9.0,-0.6
CC(C)c1ccc(NC(=O)C(c2ccc3c(c2)OCO3)N2CCc3ccccc32)cc1 (stereo not given),-8.8,-0.2,12.8,0.4
Cc1cc(=O)n2nc(NC(C)C(=O)NCc3ccccc3Cl)sc2n1 (stereo not given),3.5,0.9,9.6,-0.6
Cc1nc2sccn2c1-c1csc(Nc2ccccn2)n1,-92.9,-0.3,-21.7,0.1
COc1cccc(NC(=O)c2ccc(N3CCCCCC3)c([N+](=O)[O-])c2)c1,-15.7,-0.3,0.9,0.3
CC(C)OC(=O)CCC(=O)Nc1ccc(F)cc1,13.5,0.6,12.1,0.0
COc1ccc(/C=c2/sc3n(c2=O)C(c2ccc(OC)cc2)C(C(=O)Nc2ccccc2)=C(C)N=3)cc1 (stereo not given),-0.7,0.1,4.9,-0.3
Cc1c(C(=O)N(C)CCc2ccccn2)sc2nc[nH]c(=O)c12,4.1,0.1,1.9,-0.3
CCOc1cc(C(=O)Nc2ccc(Br)cc2)cc(OCC)c1OCC,-3.2,0.0,-8.3,-0.7
CN1CCN(C(=O)c2ccc(-c3ccc4c(c3)OCO4)nc2N2CCOCC2)CC1,-2.4,-0.1,4.0,-0.8
O=C(Nc1nccs1)C1CCCN(S(=O)(=O)c2cccc3cccnc23)C1 (stereo not given),12.6,0.9,4.1,0.0
CC(=O)CCc1ccc(OCCN2CCN(C)CC2)cc1,-8.2,0.0,0.5,0.5
O=c1c2c(nc(SCc3ccccc3)n1CC1CCCC1)-c1ccccc1CC21CCCCC1,-5.1,0.0,9.4,0.3
O=C(Nc1ccc(F)cc1)c1ccccn1,-51.4,-0.4,1.2,-4.1
CC(C)CNC(=O)Cn1cnc2c1c(=O)n(C)c(=O)n2C,-1.0,0.1,1.1,-0.3
COCCNC(=O)NC(=O)CN1CCCc2ccccc21,-5.1,0.1,0.5,-0.2
CCc1ccc2c(c1)C1(SC(NC(C)=O)=NN1C(C)=O)C(=O)N2C(C)=O (stereo not given),5.3,0.0,-5.9,-0.2
CCOC(=O)c1sc(NC(=O)C(C)Sc2nnc(CNC(=O)c3ccccc3C(F)(F)F)n2C)c(C(=O)OCC)c1C (stereo not given),2.8,0.0,1.2,0.2
CCCCNC(=O)CSc1nc2ccccc2c(=O)n1CCCN1CCCC1=O,1.3,0.1,4.6,-0.7
CCOc1cc(C2C3=C(CC(C)(C)CC3=O)NC3=C2C(=O)CC(C)(C)C3)cc(Br)c1OC,-3.6,0.4,0.6,-0.7
COc1ccc(-n2nc(C(=O)NCC(=O)NCc3ccc(F)cc3)c3ccccc3c2=O)cc1,15.8,0.1,15.8,0.7
CCOc1nc(Nc2ncc(O)[nH]2)nc2ccc(C)cc12,4.7,0.1,2.6,1.6
Cc1ccccc1C(=O)Nc1ccc2oc(-c3cccnc3)nc2c1,-44.2,-0.1,3.3,-0.5
c1cc(Nc2nccs2)cc(Nc2ccc(N3CCOCC3)cc2)n1,-8.2,-0.5,4.5,0.4
COC(=O)c1sc(NC(=O)CSc2nnc3ccccn23)c(C(=O)OC)c1C,-3.9,0.0,-10.7,0.5
CCN(C1CCCCC1)S(=O)(=O)c1ccc(S(=O)(=O)NCc2ccncc2)cc1,7.8,0.3,21.3,-0.1
COc1ccc(-n2nc3c(c2NC(=O)c2cccc(C)c2)CS(=O)(=O)C3)cc1,8.7,-0.1,-0.1,0.9
CC(C)c1ccc(-c2c(NCc3ccc(N(C)C)cc3)c(=O)c2=O)cc1,-3.7,-0.2,3.0,-0.3
Cc1c(C(=O)NCc2ccc(S(N)(=O)=O)cc2)oc2ccc(Cl)cc12,-7.6,0.1,13.8,0.0
COc1ccccc1NC(=O)C1=C(C)NC(SCC(=O)Nc2cccc(C)c2)=C(C#N)C1c1ccco1 (stereo not given),-0.8,0.0,-5.0,-0.6
COc1ccc(C2C(C(=O)Nc3cc(C)on3)c3ccccc3C(=O)N2C)cc1 (stereo not given),0.2,1.1,25.9,2.0
CCCCC(=O)NC(c1ccc2c(c1)OCO2)c1cc([N+](=O)[O-])c2cccnc2c1O (stereo not given),-2.8,-0.2,18.8,0.6
CC(C)CCN1CCN2C(=O)[C@@H](CO)NC(=O)[C@H]2C1,4.6,0.0,13.1,-1.4
Cc1sc2ncnc(Sc3nnnn3C)c2c1C,6.7,0.4,-4.8,4.4
O=C(Nc1ccc(Cl)cn1)c1ccc(Cl)c(S(=O)(=O)N2CCCCC2)c1,-6.4,-0.1,1.3,-0.1
c1ccc(CCn2nnnc2C(c2cccnc2)N2CCN3CCCC3C2)cc1 (stereo not given),4.7,-0.1,-5.2,0.0
Cn1/c(=N/N=C/c2ccc(O)c(O)c2O)sc2ccccc21,-6.0,-0.2,-25.3,0.5
COc1nc(NCc2ccccc2)nc(-c2ccc(C(=O)NC3CC3)cc2)n1,1.8,0.2,12.7,0.1
COc1cc(Br)c(CCNC(=O)c2ccco2)cc1OC,7.5,0.0,-12.5,0.4

# (more compounds)
SMILES,TEAD-YAP inh,FBW7 activator,MITF inh,GPR151 ag
COC(=O)c1ccc(NC(=O)c2cc3ccccc3o2)cc1,-16.6,0.0,-0.4,-0.7
COc1ccc2cc(-c3csc(NC(=O)CCC(=O)NC4CCCC4)n3)c(=O)oc2c1,-22.6,-0.3,-6.3,0.1
NC(=O)NC(=O)COC(=O)c1ccccc1NS(=O)(=O)c1ccc(F)cc1,5.4,0.0,1.0,2.2
FC(F)(F)c1cnc(N/N=C/c2ccc3c(c2)OCO3)c(Cl)c1,-18.8,0.2,3.1,-0.3
NC(=O)Cn1cc(CN2CCN(C3CCCC3)C(CCO)C2)c2ccccc21 (stereo not given),5.1,0.1,17.9,-1.2
CCOc1cc(C(=O)NCc2nnc(SCC(=O)N3CCc4ccccc43)n2-c2ccccc2OC)cc(OCC)c1OCC,20.0,0.4,5.2,-1.4
Cc1nc(NCCNC(=O)Nc2cccc(Cl)c2)cc(N2CCOCC2)n1,6.3,0.0,18.0,0.5
COc1ccc(Cl)cc1NC(=O)NCCCc1ccccc1,12.8,0.2,-0.1,-2.1
O=C(Cn1ncc2cc([N+](=O)[O-])ccc21)N(Cc1ccccc1)Cc1ccccc1,-3.3,0.2,4.0,2.7
CCn1c(=N)c(C(N)=S)cc2c(=O)n3ccccc3nc21,7.0,-0.2,-0.4,1.4
COc1ccccc1/C=C/C1=NC(=C\c2cccnc2)/C(=O)O1,-12.7,-0.1,-6.3,-0.7
CC(C)(C)C(=O)Nc1cccc(-c2nc3ncccc3o2)c1,-12.0,-0.1,1.3,-1.8

# Two entries drawn at random from the list so far:
SMILES,TEAD-YAP inh,FBW7 activator,MITF inh,GPR151 ag
CCOc1cc(C(=O)NCc2nnc(SCC(=O)N3CCc4ccccc43)n2-c2ccccc2OC)cc(OCC)c1OCC,20.0,0.4,5.2,-1.4
NC(=O)NC(=O)COC(=O)c1ccccc1NS(=O)(=O)c1ccc(F)cc1,5.4,0.0,1.0,2.2

# (listing goes on)
SMILES,TEAD-YAP inh,FBW7 activator,MITF inh,GPR151 ag
CCC(=O)Nc1cccc(NC(=O)c2ccccc2Cl)c1,0.4,0.3,27.8,-1.1
O=C(Cn1c(=S)[nH]c2ccccc2c1=O)NCCc1ccc(Cl)cc1,-10.2,0.1,-10.9,1.2
CC(C)(NC(=O)c1ccccc1C(=O)NCc1ccc(F)cc1)C(=O)NCc1ccc(F)cc1,-0.3,0.0,-0.3,1.8
Cc1ccccc1Nc1nc(NN)nc(N2CCOCC2)n1,-6.6,-0.7,-15.2,0.7
CCCCn1c(O)c(C=Nc2ccccc2)sc1=S,1.5,0.0,5.6,0.9
COc1ccccc1Oc1nc2c(c(=O)n(C)c(=O)n2C)n1Cc1ccccc1F,5.5,0.0,7.5,-1.3
FC(F)(F)c1ccc(-c2cnnc(N3CCc4[nH]ncc4C3)n2)cc1,0.2,0.3,-16.2,0.8
NC(=O)c1cccc(-c2cccc(OC(=O)NCCCCCCc3ccccc3)c2)c1,nt,nt,-5.1,-0.2
COc1cc(/C=N/OCC(=O)N2CC3(C)CC2CC(C)(C)C3)ccc1OC(F)F (stereo not given),-0.9,-0.1,-3.3,1.0
O=c1cc(CO)oc(CN(Cc2cccnc2)Cc2cccnc2)c1O,3.0,0.1,18.9,-0.4
CCCNc1ccc(C(=O)O)cc1[N+](=O)[O-],-5.3,0.0,-5.2,0.4
CCCSc1nnc2c(n1)OC(c1cccc(OC)c1OCC(=O)O)Nc1ccc(Br)cc1-2 (stereo not given),-6.7,-0.1,-0.3,3.0

# Part of the list above in order of length of the SMILES, highest first:
SMILES,TEAD-YAP inh,FBW7 activator,MITF inh,GPR151 ag
CC(C)(NC(=O)c1ccccc1C(=O)NCc1ccc(F)cc1)C(=O)NCc1ccc(F)cc1,-0.3,0.0,-0.3,1.8
COc1cc(/C=N/OCC(=O)N2CC3(C)CC2CC(C)(C)C3)ccc1OC(F)F (stereo not given),-0.9,-0.1,-3.3,1.0
NC(=O)c1cccc(-c2cccc(OC(=O)NCCCCCCc3ccccc3)c2)c1,nt,nt,-5.1,-0.2
FC(F)(F)c1ccc(-c2cnnc(N3CCc4[nH]ncc4C3)n2)cc1,0.2,0.3,-16.2,0.8
CCC(=O)Nc1cccc(NC(=O)c2ccccc2Cl)c1,0.4,0.3,27.8,-1.1
CCCCn1c(O)c(C=Nc2ccccc2)sc1=S,1.5,0.0,5.6,0.9

# (next part)
SMILES,TEAD-YAP inh,FBW7 activator,MITF inh,GPR151 ag
Cc1ccc(NC(=O)Nc2nnc(CC3=CCCCC3)s2)cc1,-4.2,0.5,0.0,0.3
COc1ccccc1CN1CCNC(=O)C1CC(=O)NCCc1cccnc1 (stereo not given),-4.8,-0.1,-4.7,-0.7
COC(=O)C1=CN(C(C)C)C=C(C(=O)OC)C1c1ccccc1F,-2.2,0.2,-18.7,-1.0
N#CCc1c(C#N)c(N)nc(N2CCN(S(=O)(=O)c3ccccc3F)CC2)c1C#N,-0.6,0.2,11.6,1.0
O=C(NCCN1CCOCC1)c1ccc2c(=O)n(CCC3=CCCCC3)c(=S)[nH]c2c1,0.8,0.0,-0.3,-0.7
COC(=O)/C(=C/c1ccc(Br)cc1)NC(=O)c1ccc(OC)cc1,-3.5,-0.3,-2.0,-0.3
CC1(C)NC(=O)N(CCOCCOc2ccc([N+](=O)[O-])cc2)C1=O,-0.7,1.0,28.5,-1.1

# Molecules from the list above that contain a furan ring, fused or not (five):
SMILES,TEAD-YAP inh,FBW7 activator,MITF inh,GPR151 ag
O=C(NCC(c1ccco1)N1CCN(c2ccccc2)CC1)c1ccc(F)cc1 (stereo not given),-17.7,0.1,12.2,1.3
Cc1c(C(=O)NCc2ccc(S(N)(=O)=O)cc2)oc2ccc(Cl)cc12,-7.6,0.1,13.8,0.0
COc1ccccc1NC(=O)C1=C(C)NC(SCC(=O)Nc2cccc(C)c2)=C(C#N)C1c1ccco1 (stereo not given),-0.8,0.0,-5.0,-0.6
COc1cc(Br)c(CCNC(=O)c2ccco2)cc1OC,7.5,0.0,-12.5,0.4
COC(=O)c1ccc(NC(=O)c2cc3ccccc3o2)cc1,-16.6,0.0,-0.4,-0.7

# Source: PubChem BioAssay (The Scripps Research Institute Molecular Screening Center)

# Compounds as they come. Share with any hit: about 3.4%.
